Menin MLL FP TR = inhibitors of human menin-MLL interaction, mutant MLL peptide. Menin + Texas Red MLL mutant peptide, fluorescence polarization. Potency, µM (doses to about 61.6 µM), without a hit: at the top dose FP activity change, negative = inhibition, usual class: inhibitors. hit rate 0.23% among 270,000; active = well fitted inhibition curve with a large enough effect in the polarisation, with a control signal flat, not every such curve was filed as active; inconclusive = small, poorly fitted or top-dose-only effect, or effect the other way, or a change in a side signal; inactive = no such curve, though single readings can be large or run the other way; the % refers to the polarisation; also: potency is read from the fitted curve at half-maximal effect; % of control where 0% means no effect; many of its hits are not listed in these tables
Giardia killer = kills Giardia lamblia. Giardia lamblia trophozoite viability. activity change, % at 7.66 µM, hits read low. hit rate 0.15% among 340,000; in the data active = activity change below about -80%; inconclusive = between about -30% and that limit;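 also: parasites exposed to compound for two days anaerobically before the ATP read; % is scaled to controls: 0 for no effect and ±100 for the full control effect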
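Luminescence from cellular ATP indicates surviving trophozoites (100 cells/well) following 48 hrs anaerobic compound treatment at 37 deg C; signal develops 15-30 min at room temperature.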
B2AR arrestin = agonists driving beta-arrestin recruitment to human beta2-adrenergic receptor; P07550; beta-arrestin recruitment to beta2AR, cell-based reporter; Potency, µM (top dose mostly 46.1 µM), for the others: top-dose activation, actives largely listed as activators; hit rate 0.02% among 330,000;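 also: potency is read from the fitted curve at half-maximal effect; 0% = DMSO controls and full agonism = EC100 isoproterenol or metaproterenol; nearly all actives have a fitted effect of over 65% in size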
CXXC DNA block = blocks binding of human MLL CXXC domain to DNA | Q03164 | MLL-CXXC / FITC-HOXA9 DNA fluorescence polarization | Potency, µM (titrated, usually from 115 µM), inactives show top-dose activity change, negative = inhibition, most hits filed as inhibitors | hit rate 0.037% among 290,000; active = well fitted inhibition curve with a large enough effect in the polarisation, with a control signal flat, not every such curve was filed as active; inconclusive = small, poorly fitted or top-dose-only effect, or effect the other way, or a change in a side signal; inactive = no such curve, though single readings can be large or run the other way; the % refers to the polarisation; also: potency is read from the fitted curve at half-maximal effect
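Purified MLL-CXXC (added from a 7 uM solution) was preincubated 5 min at ambient with pinned compounds in 50 mM Tris-HCl pH 7.5, 50 mM NaCl, 1 mM DTT, 0.05% BSA. Fluorescein-labeled HOX-A9 DNA (50 nM solution) followed, 30 min, then polarization read.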
FBPA coupling cs = inhibits coupling enzyme system, counter-screen for aldolase hits; AID 2472; hit rate 0.67% among 290,000; activity change, negative = inhibition, % at 58.2 µM, hits read low; coupling enzyme system counterscreen, AmpLite Red fluorescence; in the data active = activity change below about -30%; also: % is scaled to controls: 0 for no effect and ±100 for the full control effect
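Compounds tested against the coupling enzymes alone at 57.5 uM final; readout was AmpLite Red fluorescence (525/598 nm) after 20 min at RT.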
USP2a inh = blocks human ubiquitin-specific protease USP2a. O75604. USP2 core, Ub-CHOP2 coupled fluorogenic reporter, 485/531. Potency, µM (doses to about 38.3 µM), for inactives: at the highest dose activity change, negative = inhibition, hits mostly inhibitors. hit rate 0.01% among 330,000. AID 463254;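 also: potency is read from the fitted curve at half-maximal effect; plate controls were DMSO wells for no effect and full inhibition by NEM control for full effect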
Target sequence (O75604 whole entry, looked up): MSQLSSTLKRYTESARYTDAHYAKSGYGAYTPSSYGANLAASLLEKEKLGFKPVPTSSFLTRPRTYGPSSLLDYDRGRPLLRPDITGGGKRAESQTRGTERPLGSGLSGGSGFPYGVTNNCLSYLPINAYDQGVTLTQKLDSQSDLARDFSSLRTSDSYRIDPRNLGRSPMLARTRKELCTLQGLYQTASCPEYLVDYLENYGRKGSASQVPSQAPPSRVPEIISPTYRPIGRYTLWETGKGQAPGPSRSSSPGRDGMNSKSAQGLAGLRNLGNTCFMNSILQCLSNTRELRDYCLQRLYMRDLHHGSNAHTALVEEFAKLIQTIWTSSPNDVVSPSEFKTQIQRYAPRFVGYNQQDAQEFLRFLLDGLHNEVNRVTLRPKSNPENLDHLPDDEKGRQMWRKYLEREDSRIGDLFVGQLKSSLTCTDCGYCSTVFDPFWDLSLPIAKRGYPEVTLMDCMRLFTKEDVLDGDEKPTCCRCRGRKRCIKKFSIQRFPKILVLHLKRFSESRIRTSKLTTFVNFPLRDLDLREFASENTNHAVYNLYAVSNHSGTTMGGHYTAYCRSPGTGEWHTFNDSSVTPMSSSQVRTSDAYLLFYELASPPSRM
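Cell-free coupled assay: 10nM USP2 core preincubated 30min RT with compound in Tris-HCl pH 8.0/CaCl2/CHAPS buffer, then 25nM Ub-CHOP2 and 25nM reporter substrate; fluorescence (Ex 485/Em 531) read after 60min RT, normalized to NEM inhibition, concentration-response curves fitted.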
PKM2 activator = increases activity of human pyruvate kinase M2. P14618. purified PKM2, Kinase-Glo ATP luminescence, activation; response scale: 0% is enzyme alone, no compound. Potency, µM (titrated, usually from 57.5 µM), for inactives: at the highest dose activation, hits mostly activators. hit rate 0.34% among 260,000; also: potency is read from the fitted curve at half-maximal effect; % is scaled to controls: 0 for no effect and ±100 for the full control effect; nearly all actives have a fitted effect of over 55% in size
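Purified hPK-M2 (>95%) run at intermediate activity with 0.1 mM ADP and 0.5 mM PEP in 50 mM imidazole pH 7.2, KCl, MgCl2; 1 h room temperature. ATP formed read by Kinase-Glo luminescence; normalized to uninhibited and no-enzyme controls.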
GALK inh = inhibitors of human galactokinase | hit rate 0.007% among 270,000 | P51570 | AID 1868 | Potency, µM (highest dose often 57.5 µM), inactives show top-dose activity change, negative = inhibition, actives largely listed as inhibitors | Purified GALK, Kinase-Glo residual ATP luminescence; also: potency is read from the fitted curve at half-maximal effect; % is scaled to controls: 0 for no effect and ±100 for the full control effect
Target sequence (P51570 whole entry, looked up): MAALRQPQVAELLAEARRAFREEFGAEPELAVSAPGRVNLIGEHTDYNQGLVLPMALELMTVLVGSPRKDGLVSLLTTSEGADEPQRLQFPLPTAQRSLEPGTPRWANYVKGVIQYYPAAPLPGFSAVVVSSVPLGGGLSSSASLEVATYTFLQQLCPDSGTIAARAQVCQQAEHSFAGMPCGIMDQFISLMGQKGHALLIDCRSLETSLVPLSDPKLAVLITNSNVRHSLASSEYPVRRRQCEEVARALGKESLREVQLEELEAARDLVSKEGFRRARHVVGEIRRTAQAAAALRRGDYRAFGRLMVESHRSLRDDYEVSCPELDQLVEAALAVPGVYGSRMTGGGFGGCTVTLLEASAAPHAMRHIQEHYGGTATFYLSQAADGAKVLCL
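ATP-depletion format; final 35 uM ATP, 100 uM D-galactose, 5 nM enzyme; pH 8.0 HEPES/Mg2+ buffer; 60 min RT; luminescence read 10 min after detection reagent.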
hERG WT inh = blocks the wildtype human KCNH2 potassium channel; Q12809; U2OS, BacMam KCNH2, thallium flux FluxOr; hits give low values; activity change, % at 1.84 µM; hit rate 0.37% among 340,000; AID 720551;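 active = maximum activity change below -70%; inconclusive = maximum activity change between -70% and -50%; inactive = maximum activity change above -50%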; also: % is scaled to controls: 0 for no effect and ±100 for the full control effect
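U2OS cells were transduced with wild-type KCNH2 virus (2.03 x 10^8 / mL) for 4 h at room temperature, then cultured overnight at 37 C. Thallium flux was read with FluxOr dye. Rate constants were normalized to DMSO controls.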
TRPV1 agonist = activates the human vanilloid receptor TRPV1. hit rate 0.19% among 320,000. activation, % at 8.33 µM. TRPV1-expressing cells, Fluo-8 calcium influx, agonist mode. Q8NER1. AID 540275; in the data active = activation above about 80%; inconclusive = between about 30% and that limit; also: 0% is about no effect
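TRPV1-expressing cells were cultured overnight at 35.5C and loaded with Fluo-8 calcium dye for 40 to 90 min at room temperature. After a 10 s baseline, compound was added and calcium influx was read kinetically for 3 min (ex 480/em 520 nm).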
KCNH2 3.1 block = inhibitors of human KCNH2 3.1 potassium channel isoform; U2OS KCNH2 3.1, thallium flux FluxOr; hits give low values; activity change, % (tested at about 1.8 µM); hit rate 0.95% among 340,000;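 active = maximum activity change below -70%; inconclusive = maximum activity change from -70% to -50%; inactive = maximum activity change above -50%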;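 also: thallium influx rate constant from kinetic fluorescence after stimulation buffer; % is scaled to controls: 0 for no effect and ±100 for the full control effect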
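U2OS cells transduced with KCNH2 3.1 mutant virus (1.77 x 10^8 /mL, 4 h), plated overnight at 37 C, loaded 45 min with FluxOr dye plus Red40 quencher. Thallium flux rate constant from kinetic reads after stimulation buffer, normalised to controls.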
The depositor's hits bear a star; ? = inconclusive; · = not tested or not shown; & = joins results of further samples; [ ] = dose if it differs, or a comment. Unless noted, calls follow the shape of the dose curve; as a rule, active = well fitted curve in the direction sought with a large enough effect; inconclusive = small, poorly fitted or top-dose-only effect, or another doubt; inactive = no such curve, though single readings can be large; an effect the other way counts as inactive or inconclusive. These rows are one share of the data, so the mix of outcomes need not match the whole.

SMILES	Menin MLL FP TR	Giardia killer	B2AR arrestin	CXXC DNA block	FBPA coupling cs	USP2a inh	PKM2 activator	GALK inh	hERG WT inh	TRPV1 agonist	KCNH2 3.1 block
CC(C)c1cccc(-c2ccc3c(c2)S(=O)(=O)c2cccc(C(=O)NCc4ccco4)c2C3=O)c1	·	-4	0.0%	·	·	-12%	·	·	17	·	12
COC(=O)c1ccc(Nc2nc(C)cc(=O)[nH]2)cc1	1%	-4	-0.5%	6%	3	4%	0%	0%	-9	-5	-2
CCCCn1c(N)c(N(CC(C)C)C(=O)C2CCN(C(=O)c3ccc(F)cc3)CC2)c(=O)[nH]c1=O	·	26	-0.5%	5%	·	1%	·	0%	27	3	-2
Cc1ccc(C)c(NC(=O)C2CCCN(S(=O)(=O)c3c(C)nn(C)c3C)C2)c1 (stereo not given)	-7%	9	0.3%	-1%	1	1%	-5%	-3%	-1	0	4
CCCCCC(=O)NNC(=S)NC(=O)c1cccc([N+](=O)[O-])c1	-4%	1	-1.5%	-2%	-2	1%	-20%	·	-1	-2	-1
Cc1ccc(C(=O)C2=C(O)C(=O)N(Cc3ccccc3)C2c2cccnc2)o1 (stereo not given)	-10%	-3	-0.1%	5%	3	-4%	1%	1%	1	-2	-1
Cc1ccc(S(=O)(=O)N2CCN(CC(=O)N/N=C/C=C/c3ccccc3)CC2)cc1	-10%	-18	0.2%	15%	-2	1%	-3%	·	-5	15	-75*
Cc1c(C(=O)N(C)CCC#N)oc2ccc(S(=O)(=O)N3CCOCC3)cc12	2%	2	0.1%	-1%	4	5%	·	14%	8	0	10
O=C(Cc1ccc(S(=O)(=O)N2CCCCC2)s1)Nc1ccc(F)cc1F	1%	-16	-4.8%	-4%	-10	-2%	8%	0%	-3	13	-6
Cc1cccc(OCc2nnc(SCC(=O)Nc3ncc(C)s3)o2)c1	-2%	-3	0.1%	3%	4	2%	3%	7%	-3	-2	8
C[C@@H](C(=O)Nc1ccc2c(c1)OCCO2)n1c(=O)[nH]c2ccccc2c1=O	13%	-8	-0.5%	-4%	-1	0%	·	0%	-5	1	0
O=C(CCNS(=O)(=O)c1ccccc1)NCCSc1ccc(Br)cc1	·	-10	0.0%	·	·	-4%	·	·	-2	5	16
Cc1ccnc(N2CCN(C(=O)CSc3nc4ccccc4nc3N3CCC(C)CC3)CC2)c1	?	10	0.2%	0%	-4	-5%	25%	-1%	5	14	5
CC(C)N(Cc1nc(-c2ccc(Cl)cc2)no1)C(=O)CN(C)S(=O)(=O)c1ccc(Cl)cc1	-7%	10	-0.1%	3%	-1	1%	-2%	0%	-5	4	-30
Cc1ccc(Nc2nnc(SCC(=O)NC3CCS(=O)(=O)C3)s2)c(C)c1 (stereo not given)	-4%	7	0.1%	-15%	1	3%	0%	9%	8	-3	-4
CCc1nc2ccccc2c(C(=O)Nc2cc(C)ccc2C)c1C	?	-4	-0.1%	2%	-1	0%	4%	1%	2	9	-7
CCN(CC(=O)NCc1ccc(F)cc1)C(=O)c1ccc2c(c1)OCO2	·	-17	-3.7%	·	·	0%	·	·	0	-3	-17
O=C(NCc1ccccn1)c1nc(Cn2cc([N+](=O)[O-])cn2)no1	-1%	25	-0.3%	2%	-1	4%	-2%	-4%	-1	2	-17
O=[N+]([O-])c1cc(CN2CCOCC2)c2cccnc2c1O	0%	28	0.3%	-20%	1	-5%	-5%	0%	-4	9	18
COCCNC(=O)C(c1ccc(Cl)cc1)N(C(=O)CCC(=O)Nc1ccccn1)C1CCCC1 (stereo not given)	-10%	-15	1.0%	1%	-2	0%	-1%	-2%	-7	1	-42
CC(C)N1C(=O)c2ccc(C(=O)O)cc2C1=O	14%	15	0.3%	1%	8	3%	12%	0%	15	·	·
Cc1cccc(C)c1NC(=O)c1cccc2c1-c1ccccc1C2=O	9%	6	-0.4%	2%	1	2%	8%	1%	7	2	4
CCCC(=O)NC1C2CC3CC(C2)CC1C3 (stereo not given)	-6%	-17	-0.5%	-5%	3	1%	-15%	1%	-10	3	16
COC(=O)c1ccccc1NC(=O)/C=C/C(=O)O	-2%	-11	-0.7%	15%	0	2%	-5%	3%	5	-8	14
CCc1ccc(-c2cc(C)no2)cc1S(=O)(=O)Nc1ccc(C)cn1	·	6	-0.3%	20%	·	-1%	·	2%	-4	-1	-35
(more compounds)
SMILES	Menin MLL FP TR	Giardia killer	B2AR arrestin	CXXC DNA block	FBPA coupling cs	USP2a inh	PKM2 activator	GALK inh	hERG WT inh	TRPV1 agonist	KCNH2 3.1 block
CC(C)Cc1nc(SCC(=O)Nc2ccc(S(N)(=O)=O)cc2)n[nH]1	8%	-8	-0.6%	-11%	4	1%	5%	2%	0	-4	-9
Cc1ccc(C2=NN3C(C(=O)c4ccccc4)Oc4ccccc4C3C2)cc1 (stereo not given)	-15%	4	3.4%	21%	1	-1%	1%	0%	0	9	-26
O=C(/C=C/c1cccs1)Nc1cccnc1	0%	-5	3.6%	1%	2	3%	-14%	1%	-1	?	-4
O=c1[nH]c(N/N=C/c2ccccc2)nc2ccccc12	?	1	-0.2%	4%	-1	0%	2%	1%	-1	22	-4
COC(=O)c1ccc(NC(c2ccc(Cl)cc2)P(=O)(OC)OC)cc1 (stereo not given)	10%	8	0.4%	3%	5	3%	10%	2%	-5	7	-1
Cc1cc(C(=O)CSc2nc3ccc(Cl)cc3[nH]2)c(C)n1C	22%	-2	0.2%	10%	-4	-2%	16µM*	0%	-12	7	-8
O=C(Nc1ccccc1)C1=C(N2CCOCC2)/C(=C/c2cccnc2)CC1	·	9	0.2%	-19%	1	2%	6%	-2%	-10	4	11
CCC(=O)NC(=S)Nc1ccc(NC(=O)COc2ccc(Cl)c(C)c2)cc1	-7%	11	13%	-4%	1	4%	1%	1%	37	0	8
CC(C)(C)OC(=O)NCCCC[C@H](NC(=O)c1nc[nH]c1C(=O)NC1CCN(C(=O)OC(C)(C)C)CC1)C(=O)OC(C)(C)C	·	0	3.8%	11%	-6	-3%	-12%	4%	-9	4	-16
CCOC(=O)CC[C@H](NC(=O)Cn1cnc2c(NCc3ccccc3)ncnc21)C(=O)OCC	·	21	-0.4%	·	·	1%	·	·	8	·	13
O=c1c2oc3ccccc3c2ncn1Cc1ccc(F)cc1	8%	-7	0.2%	-5%	1	-1%	0%	1%	0	18	-9
Cc1cc(NC(=O)CCN2CCCCC2)ccc1Br	-18%	-13	-0.5%	30%	0	5%	-8%	3%	-7	5	-1
O=C(c1csc2c1CCCCC2)N1CCN(c2ncccn2)CC1	?	4	-0.1%	-7%	2	1%	-1%	0%	-17	-19	3
CCCCC1=CC2=CC(=O)C(C)(OC(=O)CC)C(=O)C2=CN1c1ccccc1 (stereo not given)	2%[11.7 µM]	11	0.5%	2%	1&-20	4%	-2%[11.5 µM]	-2%	·	3	·
CCCNC(=O)C(Cc1ccccc1)NS(=O)(=O)c1ccc2c(c1)c(=O)n(C)c(=O)n2C (stereo not given)	-1%	3	0.2%	-5%	1	-1%	2%	3%	5	-2	4
CC(C)Oc1cc(C(=O)NC2CCCCC2)c2ccccc2n1	·	-10	0.4%	22%	·	-2%	-4%	-1%	-13	21	-9
Cc1ccc(NC(=O)CSc2nc3nc(C)cc(C)c3c(=O)[nH]2)cc1	2%	30[activator]	0.5%	19%	2	2%	-4%	0%	0	1	-8
CCN1CCN(c2nc3c(C)cccn3c(=O)c2/C=C(\C#N)C(=O)NCCOC)CC1	-2%	8	-0.9%	32µM*	-4	-6%	·	-1%	-1	16	0
COc1ccc(/C=N/NC(=O)c2cc(C)n(-c3ccccc3)c2C)cc1OC	-2%	-14	0.3%	3%	4	2%	-4%	-8%	0	?	-18
CS(=O)(=O)Nc1nc2n(n1)C(c1ccccc1)C=C(c1ccc(Br)cc1)N2 (stereo not given)	28%	-14	0.0%	?	3	?	-6%	-1%	-4	-1	-3
NC(=S)Nc1cccc2cccnc12	-3%	-7	-0.2%	-4%	0	2%	-5%	1%	-3	2	-8
CC(=O)c1ccc(NC(=O)c2noc(C(C)C)c2[N+](=O)[O-])cc1	8%	-7	-0.3%	10%	-4	2%	-3%	3%	-6	?	8
O=C(Cc1cccs1)N1CCN(S(=O)(=O)c2ccc(Cl)c(C(F)(F)F)c2)CC1	·	?	0.0%	·	·	3%	·	·	9	20	6
COCCNC(=O)COc1ccc(N(C)S(=O)(=O)c2ccc3ccccc3c2)cc1	1%	20	-0.4%	28%	-1	2%	·	-1%	1	10	-4
CCCN(CC(=O)Nc1ccccc1OC)C(=O)c1cc(-c2cccs2)nn1-c1ccccc1	·	-14	-0.1%	·	·	-1%	·	·	0	22	-11

Screening results (PubChem BioAssay)
